# Screens as filed in PubChem.
# Ins promoter up – MIN6 insulin promoter up-regulation | z-score at 5 µM | MIN6 insulin promoter-GFP reporter, high-content imaging; hits give high values | actives 0.3% (n = 190,000) | AID 1625;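 active means z-score above 3 at 5 µM with at least 500 cells counted in the well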
# P. falciparum M1AAP – malaria alanyl aminopeptidase activity blockers – biochemical, fluorogenic H-Leu-NHMec substrate, 1536-well (AID 1445) | recombinant M1AAP, H-Leu-NHMec fluorogenic kinetic assay; higher % means a stronger effect | actives 0.42% (n = 220,000) | one-dose inhibition, % at 30 µM; IC50 in µM for titrated hits;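 active means primary inhibition above the hit cutoff, then over 50% inhibition at one or more dose response concentrations, cut at about 23% in these data, passing the limit was not always enough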;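 further: plate controls were DMSO full reaction for no effect and no enzyme background for full effect; strong numbers were not always called active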
# MT stabilize HCS – microtubule stabilizers in HeLa cells. HeLa tubulin immunostaining HCS, 24 h; share of cells brighter than vehicle mean+2SD. actives 0.83% (n = 200,000). % tubulin-high responders, % at 10 µM;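 active means plate Z-score above 3 for both tubulin-high and condensed-nucleus cell shares, with cell loss under 80%, at 10 µM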;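 further: anti alpha tubulin signal scored within the nucleus-defined area of each cell; some results filed as inactive read as strong as hits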
# CSM14.1 death rescue – protection against thapsigargin-triggered cell killing – 384-well, CSM14.1, ATP luminescence, primary screen (AID 1222); 190,000 tested, under 10 active; CSM14.1 thapsigargin-induced death rescue, ATP luminescence; higher % means a stronger effect; cellular ATP content (survival), % at 20 µM, or EC50 in µM where a hit was titrated;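 active means EC50 below 50 µM in the dose-response confirmation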;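 further: death triggered by thapsigargin at about 15 µM added after 2 h compound pretreatment; cell ATP read after overnight thapsigargin exposure of roughly 18 to 22 hours; normalized against plate controls of thapsigargin alone and 5% DMSO vehicle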
# Yfh1-depleted yeast – enhancers of respiration in Yfh1-depleted yeast, dose response, Friedreich's ataxia, plus single-dose screen (AID 1465). fold induction at 50 µM; hits with a dose series show EC50 in µM. S. cerevisiae Yfh1-off respiration, WST-1 reduction, 72 h; higher fold induction means a stronger effect. actives 0.074% (n = 220,000);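 active means fold induction of absorbance versus untreated yeast above a set limit, then at least 30% activation at any dose in follow-up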;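 further: activators that raise dye reduction in frataxin-depleted yeast; strong numbers were not always called active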
# Dynein transport – dynein cargo transport inhibition | 3617.4 mouse cells, GR-EGFP nuclear translocation imaging; test concentration mostly 20 µM; stimulated with dexamethasone, 1 µM; hits give low values | z-score, hits read low | actives 0.47% (n = 220,000);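 active means plate z-score of nuclear minus cytoplasmic receptor signal below a set negative limit, without overly bright fluorescence or cell loss, cut at about -3.5 in these data, passing the limit was not always enough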;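 further: z-score of nuclear minus cytoplasmic ring GR-EGFP intensity difference per well; some compounds called inactive have numbers as strong as hits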
#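 Schedule: 48 h induction, then 1 h compound, then 30 min agonist, 37 °C. Buffer or medium: tetracycline-free induction medium containing charcoal-stripped FBS. Reagent: 1.0 µM final dexamethasone stimulus. Evaluation: nuclear versus cytoplasmic GR-EGFP signal, averaged per well. Signal: high-content fluorescence imaging after fixation.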
# Lipid droplet – modulators of hepatic lipid droplet formation; actives 0.4% (n = 240,000); inhibition, % at 6.5 µM; AML12 mouse hepatocytes, oleate lipid droplets, BODIPY imaging;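 active means lipid droplet intensity inhibited by at least 50%, with more than 500 cells counted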
#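 Test system: AML12 mouse liver cells; schedule: overnight exposure; technique: high-content imaging of BODIPY-stained droplets and DAPI nuclei; read-out: % inhibition of corrected integrated BODIPY droplet signal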
# P. falciparum M17LAP – P. falciparum M17LAP inhibitors, primary screen, biochemical, fluorogenic H-Leu-NHMec substrate, 1536-well (AID 1619); recombinant M17LAP, H-Leu-NHMec fluorogenic kinetic assay; higher % means a stronger effect; actives 0.38% (n = 220,000); inhibition, % at 30 µM; hits with a dose series show IC50 in µM;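 active means compound inhibiting the enzyme by more than half at any dose during confirmatory dose-response retesting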;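 further: plate controls were full reaction with DMSO carrier for no effect and no enzyme background for full effect; strong numbers were not always called active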
# Autophagy mod – autophagy modulation, high-content screen; actives 0.98% (n = 190,000); AID 463193; calls only at 10 µM (by protocol); MEF GFP-LC3 puncta imaging; test concentration mostly 10 µM;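 active means percentage of spot-positive cells more than 3 SD above its plate mean, without a fluorescence outlier flag or 80% toxicity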;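 further: spot-positive cell cutoff set from DMSO-treated cells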
# Dynein transport cytoplasmic EGFP – second read-out of Dynein transport, no call of its own (marks repeat the call); z-score; measured here: cytoplasmic GR-EGFP intensity; hits give high values
# Dynein transport nuclear GR-EGFP – further read-out of Dynein transport, marked with its call; z-score; measured here: nuclear GR-EGFP intensity;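 lower value marks the stronger effect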
# Dynein transport cell count – second read-out of Dynein transport, no call of its own (marks repeat the call); z-score; measured here: cell count per field
# Ins promoter up cell count – recorded beside Ins promoter up, whose call it bears; cell count; measured here: cytotoxicity, nuclei count;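 total cells summed across four imaged fields per well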
# Lipid droplet cells 6.5 µM – further read-out of Lipid droplet, marked with its call; cell count; measured here: cell count, cytotoxicity flag;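 cells counted across two imaged fields per well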
# MT stabilize HCS Hoechst-high % – recorded beside MT stabilize HCS, whose call it bears; % Hoechst-high responders; measured here: nuclear condensation Hoechst responders;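 share of cells brighter than vehicle mean plus two SD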
# MT stabilize HCS cytotoxicity % – second read-out of MT stabilize HCS, no call of its own (marks repeat the call); toxicity, %; measured here: cytotoxicity by cell density;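 0% = mean cell density of plate MIN control wells and 100% = no cells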
# Autophagy mod cell loss 18 h – further read-out of Autophagy mod, marked with its call; toxicity, %; measured here: cell loss, nuclei count;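 cell loss after 18 h compound exposure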
# Numbers without * were called inactive; i = inactive; x = not tested or not shown.
SMILES,Ins promoter up,Ins promoter up cell count,P. falciparum M1AAP,MT stabilize HCS,MT stabilize HCS Hoechst-high %,MT stabilize HCS cytotoxicity %,CSM14.1 death rescue,Yfh1-depleted yeast,Dynein transport,Dynein transport cytoplasmic EGFP,Dynein transport nuclear GR-EGFP,Dynein transport cell count,Lipid droplet,Lipid droplet cells 6.5 µM,P. falciparum M17LAP,Autophagy mod,Autophagy mod cell loss 18 h
COc1ccc(S(=O)(=O)N(C)CC(=O)Nc2cccc(C(C)=O)c2)cc1Cl,-1.3,937,-1%,2.7,1.8,11,-0.8%,i,2,0.028,0.6,0.21,3,814,-2%,i,11
Cc1cc(NC(=O)CN2C(=O)NC3(CCC(C)CC3)C2=O)no1 (centres undefined),-0.73,1472,2%,3.1,2.8,4.8,-0.1%,i,1.3,-0.34,0.53,-0.18,28,659,-4%,i,11
CCCCNC(=O)C1C2C=CC3(CN(Cc4ccccc4Cl)C(=O)C13)O2 (centres undefined),0.77,1623,4%,2.9,2.3,2.0,2.5%,i,-0.33,-0.45,-0.27,1,x,x,32%,i,1
CCN1C(=O)/C(=C2/C=Cc3ccccc3N2C)OC1=S,0.83,949,2%,2.3,1.0,3.2,2.5%,i,-0.63,1.6,0.14,0.051,12,727,-2%,i,-8
CC1CN(c2ccc([N+](=O)[O-])cc2Cl)CCN1S(C)(=O)=O (centres undefined),-0.24,915,3%,x,x,x,x,i,-0.26,-0.26,0.28,-0.15,0,695,9%,x,x
CCN1CCN(C(c2ccc(OC)cc2)C(O)C(=O)c2c[nH]c3ccccc23)CC1 (centres undefined),-0.53,921,5%,1.2,0.8,13,-1.0%,i,-0.36,-0.39,-0.42,0.49,4,702,1%,i,-1
O=C(NCc1cn2ccccc2n1)c1ccco1,3.7*,1917*,-3%,8.8,3.0,3.9,-2.3%,i,0.22,-0.27,0.12,0.21,-3,693,16%,i,12
CC(C)[C@H]1CN=C2N(CCNC(=O)CCC3CCCCC3)[C@H](Cc3ccc(O)cc3)CN21,0.73,1415,-3%,2.1,1.1,3.7,-2.7%,i,1.2,-0.2,1.2,-1.5,-1,717,2%,i,7
c1ccc2c(c1)SCc1nnc(-c3ccncc3)n1-2,1.1,978,5%,x,x,x,x,i,0.64,-0.23,0.93,-0.58,23,724,6%,x,x
COc1cc(NS(=O)(=O)c2ccc(C)cc2)ccc1-n1cnnn1,0.27,1317,3%,2.1,2.3,4.5,1.6%,i,-0.64,-0.21,-0.19,0.78,x,x,0%,i,8
COc1ccc(S(=O)(=O)NCCC(=O)NCc2cccs2)cc1,0.5,1498,6%,2.0,2.6,2.8,-1.6%,i,-0.31,-0.29,-0.24,0.02,x,x,11%,i,-3
COc1ccc(OC)c(NC(=O)N2CCCC(CNS(=O)(=O)c3cccs3)C2)c1 (centres undefined),0.15,1582,13%,2.5,3.4,8.2,-1.4%,i,0.073,-0.29,0.086,0.57,-4,716,13%,i,-19
Cc1nnsc1C(=O)N/N=C/c1ccc(OC(F)(F)F)cc1,-0.8,1255,-5%,3.2,3.7,7.6,x,i,1.3,-0.14,0.23,-0.73,9,664,17%,i,-13
CCOC(=O)C(CC)/C(C)=N/NC(=O)c1ccc([N+](=O)[O-])cc1 (centres undefined),-0.11,1522,2%,2.2,1.5,4.6,-1.8%,i,-0.49,-0.17,0.26,-0.37,x,x,-3%,i,-25
COc1ccccc1NC(=S)N1CCn2cccc2C1c1cccnc1 (centres undefined),0.18,1149,1%,2.3,1.6,7.1,-1.2%,i,0.02,-0.24,-0.3,0.7,-17,746,-4%,i,-7
Cn1nnc(NC(=O)c2cccc(OCc3ccccc3)c2)n1,0.12,1262,0%,2.5,1.3,5.0,x,i,0.33,-0.059,0.96,-1.6,22,630,3%,i,-3
C/C(=C\C(=O)c1ccc(Br)cc1)Nc1ccc(Cl)cc1,-0.31,1247,2%,3.2,1.4,11,-4.9%,i,-0.31,-0.26,0.36,0.57,27,807,-8%,i,-2
COc1ccc(S(=O)(=O)NNC(=O)C2CC(c3cccnc3)=NO2)cc1 (centres undefined),-0.01,1264,2%,2.1,2.3,6.0,-0.6%,i,-1,-0.31,-0.54,1.4,-11,667,0%,i,-5
Cn1c(SCC(=O)n2c3c(c4ccccc42)CCCC3)nnc1-c1ccccc1,x,x,5%,0.9,1.0,4.4,-2.1%,i,-0.71,-0.2,-0.43,0.62,12,826,2%,i,-6
CCC(=O)NCCn1c(C)cc2ccccc21,0.12,1799,10%,4.4,2.5,7.2,-0.5%,i,-0.74,-0.23,-0.42,0.48,-26,610,3%,i,16
COc1cccc(/C=N/NC(=O)CSc2ccccc2C)c1OC,0.43,1205,6%,3.3,1.8,5.2,-3.8%,i,-0.64,-0.26,0.19,1.1,-8,668,18%,i,-4
COc1ccc(S(=O)(=O)N2CCN(C)CC2)cc1C,-1.2,927,-2%,4.2,2.0,6.3,-0.7%,i,-0.91,-0.23,-0.41,0.3,x,x,7%,i,0
CCOc1cc(/C=C/c2nc3cc(C)c(C)cc3s2)ccc1OCC(=O)N1CCOCC1,0.45,968,1%,1.9,2.4,7.8,-1.3%,i,0.19,-0.014,0.88,-2.5,-1,563,-2%,i,8
Cn1cnc([N+](=O)[O-])c1Sc1ccc(C(C)(C)C)cc1,-1.1,1249,2%,x,x,x,x,i,-2,-0.07,-0.92,-0.35,-5,669,-2%,x,x
CC(=O)OCCCCON1C(=O)c2ccccc2C1=O,2.5,1468,-1%,5.2,2.9,4.5,-0.6%,i,-0.18,-0.16,0.23,-0.48,x,x,4%,i,-4
Cc1ccc2[nH]c3c(=O)n(CCCN4CCN(C)CC4)cnc3c2c1,x,x,2%,2.4,1.8,9.1,-0.9%,i,-2,-0.15,-0.49,1.4,-6,727,0%,i,-4
CCOC(=O)C(c1ccccc1)C(Nc1cc(C(F)(F)F)cc(C(F)(F)F)c1)c1ccccn1 (centres undefined),-0.6,1505,5%,x,x,x,x,i,1.5,-0.13,1,-1.6,-8,690,15%,x,x
Cc1cc(C)nc(NC(=O)c2c(-c3c(Cl)cccc3Cl)noc2C)n1,x,x,-1%,1.5,2.0,8.4,0.1%,i,-0.37,-0.081,0.12,-0.25,-18,657,5%,i,6
COc1cccc2sc(N(CCCN(C)C)C(=O)c3sc4ccccc4c3Cl)nc12,-0.42,1592,4%,3.7,2.3,11,4.5%,i,2.8,1.9,2.4,-6,-1,633,0%,i,9
CSc1nc2ncnc(N)c2[nH]1,0.94,1011,20%,x,x,x,x,i,-0.15,-0.22,0.39,-0.24,6,720,15%,x,x

# Some values from above:
# Under Dynein transport nuclear GR-EGFP, CCOC(=O)C(CC)/C(C)=N/NC(=O)c1ccc([N+](=O)[O-])cc1 (centres undefined) reads 0.26
# Under Ins promoter up cell count, CCN1C(=O)/C(=C2/C=Cc3ccccc3N2C)OC1=S reads 949

# Following part:
SMILES,Ins promoter up,Ins promoter up cell count,P. falciparum M1AAP,MT stabilize HCS,MT stabilize HCS Hoechst-high %,MT stabilize HCS cytotoxicity %,CSM14.1 death rescue,Yfh1-depleted yeast,Dynein transport,Dynein transport cytoplasmic EGFP,Dynein transport nuclear GR-EGFP,Dynein transport cell count,Lipid droplet,Lipid droplet cells 6.5 µM,P. falciparum M17LAP,Autophagy mod,Autophagy mod cell loss 18 h
O=C(c1cccc(-c2nnc(-c3ccccc3)o2)c1)N1CCCCC1,x,x,3%,2.1,1.8,8.0,x,i,-0.46,-0.23,-0.41,-0.12,-2,709,3%,i,8
Cc1ccc(S(=O)(=O)N(C)CC(=O)N2CCc3ccccc32)cc1,x,x,12%,2.1,2.6,5.1,-0.6%,i,-0.31,-0.16,-0.2,0.63,11,714,-14%,i,1
COc1cccc(C(=O)Nn2cnnc2)c1,-1,1642,4%,5.0,3.0,8.2,3.3%,i,-0.84,-0.29,-0.33,1.2,2,661,-21%,i,-1
COc1cccc(NC(=O)CSc2ncnc3c2cnn3Cc2ccccc2)c1,0.78,823,-3%,2.4,1.7,7.0,0.7%,i,-0.14,0.17,0.16,0.13,-1,753,0%,i,11
On1nnc2cc(C(F)(F)F)ccc21,0.71,1308,4%,5.0,3.6,6.0,-0.8%,i,-0.92,0.45,-0.23,0.59,22,710,28%,i,-8
O=C(O)CCNS(=O)(=O)c1ccc2c(c1)Cc1ccccc1-2,0.83,1260,-3%,3.2,2.3,3.8,-0.2%,i,0.6,0.0098,0.47,-0.45,x,x,9%,i,-5
COC(=O)C(C)N(C(=O)c1cccc2ccccc12)c1c(C)cccc1C (centres undefined),-0.94,984,7%,3.6,1.9,4.3,2.5%,i,-0.28,0.0094,-0.19,-0.88,0,792,10%,i,2
CCC(=O)Nc1ccc(C(=O)OCC(=O)c2ccc(C)c([N+](=O)[O-])c2)cc1,3.4*,1440*,-2%,2.0,2.0,4.0,-2.0%,i,-0.95,0.011,-0.65,0.97,x,x,-4%,i,6
CCN1CCN(c2ccc(NC(=O)c3ccc(C#N)cc3F)cc2Cl)CC1,x,x,11%,2.3,2.6,5.7,-2.4%,i,0.13,-0.32,0.17,0.32,9,707,-6%,i,1
CCCCNCC#CCOc1cc(C)ccc1C(C)C,-0.11,1380,1%,6.5,2.6,6.7,-3.4%,i,-1.2,-0.3,0.17,0.28,2,646,1%,i,2
